RPL19A-GFP yeast: yeast TOR pathway RPL19A-GFP modulation. S. cerevisiae RPL19A-GFP strain, flow cytometry, 3 h; hits give low values. percent response vs DMSO, % at 10 µM. hit rate 0.3% among 330,000;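 active = percent response vs DMSO below 50%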;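 note: median channel GFP fluorescence of the barcoded RPL19A-GFP strain; ratio of sample median GFP to plate DMSO average so 100% = DMSO; lower means less RPL19A-GFP as with rapamycin TOR inhibition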
LAP4 TOR yeast: modulators of TOR pathway LAP4-GFP in S. cerevisiae | S. cerevisiae LAP4-GFP multiplex, flow cytometry GFP, 3 h; median GFP as percent of DMSO wells | GFP response vs DMSO, % at 10 µM | hit rate 0.34% among 320,000 | AID 2023;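 active = GFP response vs DMSO above a set limit, about the screen mean plus 3 SD, cut at about 150% in these data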
MEP2 TOR yeast: modulators of TOR pathway MEP2-GFP in S. cerevisiae. S. cerevisiae MEP2-GFP strain, flow cytometry GFP, 3 h; 100% = DMSO control level. GFP response vs DMSO, % at 10 µM. hit rate 0.51% among 330,000;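 active = GFP response versus DMSO above a set limit, roughly screen mean plus 3 SD, cut at about 180% in these data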;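 note: median GFP fluorescence of the barcode-gated MEP2-GFP cells per well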
AGP1 TOR yeast: modulators of TOR pathway AGP1-GFP in S. cerevisiae; S. cerevisiae AGP1-GFP multiplex flow cytometry, 3 h; GFP as percent of DMSO wells; GFP response vs DMSO, % at 10 µM; hit rate 0.02% among 320,000; AID 2066;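 active = GFP response relative to DMSO above a set limit, near screen average plus 3 SD, cut at about 150% in these data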;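 note: median GFP channel fluorescence of the gated AGP1 strain per well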
proCasp7 act: activates human procaspase-7, counter-screen for procaspase-3 activators; AID 463210; P55210; hit rate 0.093% among 330,000; recombinant procaspase-7, Ac-DEVD-pNA absorbance 405 nm; D23A/D198A/D206A triple mutant, cannot self-cleave; scale: DMSO 0, 5 µM enzyme 100; activation, % at 8.5 µM;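 active = percent activation above the screen-wide mean plus 3 SD, cut at about 25% in these data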
Target sequence (P55210 whole entry D23A/D198A/D206A): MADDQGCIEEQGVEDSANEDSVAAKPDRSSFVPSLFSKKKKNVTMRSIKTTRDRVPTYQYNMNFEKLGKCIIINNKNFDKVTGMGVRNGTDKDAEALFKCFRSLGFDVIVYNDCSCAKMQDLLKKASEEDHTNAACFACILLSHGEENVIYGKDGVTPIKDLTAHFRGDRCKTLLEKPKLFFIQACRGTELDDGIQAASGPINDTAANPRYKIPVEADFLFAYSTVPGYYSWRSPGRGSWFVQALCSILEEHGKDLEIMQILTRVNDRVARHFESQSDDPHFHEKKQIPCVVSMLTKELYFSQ
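buffer or medium = Zinc-free HEPES/NaCl buffer, pH 7.4 | material = Procaspase-7 triple mutant (PC-7 D3A) | input = 2 µM procaspase-7 mutant as dispensed | signal = Epi-absorbance of released pNA at 405 nm, two timepoints | timing = 1 h preincubation, 2 h reaction | replicates = singlicate compound testing | evaluation = % activation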
AHR activator: activates the human aryl hydrocarbon receptor; hit rate 2.5% among 320,000; AID 2796; P35869; AHR-responsive luciferase reporter cells, luminescence; activation, % at 5 µM; in the data active = activation above about 47%;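 note: 0% = vehicle wells and 100% = reference agonist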
CIT2-GFP yeast: modulators of TOR pathway CIT2-GFP in S. cerevisiae | S. cerevisiae CIT2-GFP strain, flow cytometry, 3 h; 100 means same as DMSO wells | GFP response vs DMSO, % at 10 µM | hit rate 0.065% among 320,000 | AID 2029;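 active = GFP response relative to DMSO above a set limit, near the screen mean plus 3 SD, cut at about 150% in these data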;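 note: ratio of well median GFP fluorescence to mean of DMSO wells on the plate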
proCasp3 act: activates human procaspase-3 | P42574 | recombinant procaspase-3 D3A, Ac-DEVD-pNA absorbance 405 nm | activation, % at 8.5 µM | hit rate 0.11% among 330,000 | AID 463141;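 active = activation above the mean of all tested compounds plus 3 SD, cut at about 21% in these data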;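 note: 0% = DMSO alone and 100% = DMSO wells spiked with extra 5 µM PC-3 D3A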
Target sequence (P42574 whole entry D9A/D28A/D175A): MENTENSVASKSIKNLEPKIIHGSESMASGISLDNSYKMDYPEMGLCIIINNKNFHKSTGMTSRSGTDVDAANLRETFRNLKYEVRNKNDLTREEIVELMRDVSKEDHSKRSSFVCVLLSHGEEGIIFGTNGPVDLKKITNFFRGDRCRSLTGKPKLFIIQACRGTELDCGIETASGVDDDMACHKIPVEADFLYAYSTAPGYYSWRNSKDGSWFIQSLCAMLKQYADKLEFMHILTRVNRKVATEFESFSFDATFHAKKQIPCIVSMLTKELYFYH
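Test system: Procaspase-3 D3A mutant, all three cleavage aspartates alanine | Dosing: Single dose, 8.5 µM nominal compound, 0.8% DMSO | Schedule: 1 h preincubation, 2 h reaction | Technique: 405 nm absorbance of p-nitroaniline, reads at 0 and 120 min | Repeats: One well per compound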
* marks the source's active call; other numbers are inactive results; . = not tested or not shown.

SMILES | RPL19A-GFP yeast | LAP4 TOR yeast | MEP2 TOR yeast | AGP1 TOR yeast | proCasp7 act | AHR activator | CIT2-GFP yeast | proCasp3 act
COc1ccc(CCNC(C)C(=O)Nc2ccc(S(N)(=O)=O)cc2)cc1 (stereo unspecified) | 105 | 101 | 114 | 108 | 2 | 2 | 111 | 9
COc1cc(OC)cc(-c2c(-c3ccc(F)cc3)c3cc(-c4ccc(OC)nc4)ccc3n2C)c1 | 97 | 97 | 101 | 102 | 5 | 1 | 94 | 1
COc1ccc(-c2nc(NCCCN(C)C)c3ccccc3n2)cc1 | 104 | 81 | 107 | 95 | -1 | 26 | 99 | 0
O=C(COC(=O)c1cncc(Br)c1)Nc1nnc(-c2ccccc2)o1 | 110 | 101 | 104 | 107 | -6 | 0 | 108 | 2
CCCc1nnc(NC(=O)C2CCCO2)s1 (stereo unspecified) | 99 | 100 | 103 | 99 | 8 | 1 | 99 | -3
O=C(COC(=O)c1ncc(Cl)c(Cl)c1Cl)NNC(=O)c1ccccc1 | 98 | 103 | 93 | 103 | 1 | -1 | 94 | -4
COc1ccc(NC(=O)/C(=C\c2ccncc2)NC(=O)c2ccccc2)cc1 | 103 | 109 | 93 | 109 | 3 | 2 | 102 | -2
CCCNc1nc2c(c(=O)n(C)c(=O)n2C)n1CCc1ccccc1 | 93 | 95 | 97 | 90 | 1 | 4 | 80 | 0
Cc1ccc(-c2csc(N3CCN(c4ccc5nc(-c6ccncc6)n(CCN6CCCCC6)c5c4)CC3)n2)cc1 | 91 | 119 | 91 | 79 | -11 | 6 | 70 | -13
CC(C)N(C(=O)C(=O)c1cccn1-c1ccccc1C#N)C(C)C | 99 | 99 | 111 | 100 | -3 | 2 | 107 | 3
O=C(CCc1nc(-c2ccccn2)no1)NCc1ccc2c(c1)OCO2 | 100 | 101 | 101 | 105 | -4 | 21 | 100 | 3
CC(=O)NC1=NN(C(C)=O)C(C)(c2cccs2)S1 (stereo unspecified) | 88 | 88 | 89 | . | 6 | 2 | 96 | -4
COc1ccccc1CNC(=O)c1nn(C)c2c1CS(=O)(=O)c1ccccc1-2 | 98 | 94 | 94 | 101 | 0 | 16 | 102 | 3
NS(=O)(=O)c1ccc(CCNC(=O)Cc2ccc(S(=O)(=O)N3CCCC3)s2)cc1 | 96 | 103 | 101 | 101 | 2 | -1 | 90 | -1
O=C(N/N=C/c1ccc(O)c([N+](=O)[O-])c1)C(O)(c1ccccc1)c1ccccc1 | 109 | 75 | 112 | 100 | 0 | 0 | 119 | 4
COc1ccc(CNC(=O)c2ccc(Cl)c(S(=O)(=O)N3CCOCC3)c2)cc1OC | 95 | 97 | 88 | 99 | 16 | -3 | 99 | 4
CC(C)(C)NS(=O)(=O)c1ccc(NC(=O)C2CC(=O)N(CCc3ccc(F)cc3)C2)cc1 (stereo unspecified) | 102 | 85 | 100 | 95 | -2 | 1 | 103 | -3
COc1cc(CCC(=O)NNC(=O)c2ccc(C)cc2)cc(OC)c1OC | 101 | 104 | 100 | 107 | 0 | 0 | 101 | 7
Cc1cc(NC(=O)C2CCN(S(=O)(=O)Cc3ccccc3)CC2)ccc1-n1cnnn1 | 99 | 100 | 100 | 100 | 9 | -1 | 95 | 6
CCCOC(=O)c1ccc(Cl)c(NC(=O)c2ccc(-c3ccccc3)cc2)c1 | 98 | 99 | 102 | 100 | 7 | 1 | 101 | 8
CN(C)S(=O)(=O)c1ccc(C(=O)N2CCCC2c2nc3ccccc3s2)cc1 (stereo unspecified) | 96 | 89 | 103 | 96 | 3 | 2 | 92 | 0
Cc1oc(-c2ccccc2Cl)nc1CSCC(=O)NC1CCCC1 | 100 | 106 | 105 | 105 | 0 | 0 | 101 | 10
Cc1onc(-c2c(Cl)cccc2Cl)c1C(=O)ONC(=O)c1ccccc1 | 99 | 108 | 105 | 101 | 12 | 1 | 94 | -1
COc1ccc2cc(CN(CCCN3CCOCC3)Cc3nnnn3C3CCCCC3)c(=O)[nH]c2c1 | 100 | 97 | 98 | 98 | -8 | 3 | 101 | 5
O=[N+]([O-])c1cccc(C2CC(c3ccccc3)=NN2c2ccccc2)c1 (stereo unspecified) | 100 | 89 | 97 | 101 | -5 | 11 | 95 | 6
CCOc1ccc(S(=O)(=O)N(CC)CC(=O)NCc2cccnc2)cc1C | 111 | 103 | 107 | 110 | 2 | 6 | 108 | 5
COc1cccc(-c2cc(C(=O)N3CCCCCC3)no2)c1 | 101 | 94 | 98 | 92 | 7 | -2 | 99 | 4
Cc1ccc(-c2nc3c(cnn3-c3ccccc3)c(=O)o2)cc1 | 99 | 101 | 99 | 99 | -3 | 1 | 98 | 3
CN(Cc1ccccc1)C(=O)COC(=O)c1ccc(=O)n(Cc2ccccc2)n1 | 90 | 102 | 87 | 104 | 5 | -1 | 94 | 3
CC(C)CC1NC(=O)c2cc(Cl)ccc2-n2c1nc1ccccc1c2=O (stereo unspecified) | 99 | 91 | 90 | 101 | 3 | 20 | 96 | -4
Cc1cc(C)n2nc(C(=O)NCc3ccccc3)cc2n1 | 99 | 103 | 101 | 102 | -3 | 0 | 103 | -5
Cc1ccc(NC(=O)CC2NCCNC2=O)cc1 (stereo unspecified) | 103 | 100 | 102 | 102 | -1 | 4 | 98 | -1
CN1CCN(NC(=S)Nc2ccccc2)CC1 | 97 | 104 | 103 | 102 | 7 | -1 | 98 | -3
O=C(NCc1ccccn1)C(=O)NN=C1CCCCCCC1 | 98 | 112 | 99 | 97 | -2 | 4 | 96 | 0
S=C1NCCOCCOCCOCCOCCN1 | 99 | 93 | 98 | 98 | -6 | 4 | 107 | -6
COc1cccc(/C=N/n2c(-c3ccco3)nc3ccccc3c2=O)c1OC | 90 | 118 | 108 | 106 | 11 | 17 | 94 | 2
CC(/C=C/c1ccco1)=N\NC(=O)CNc1ccc2ccccc2c1 | 103 | 109 | 108 | 106 | -8 | 20 | 107 | -2
O=c1c2c(-c3ccccc3)csc2ncn1/N=C/c1cccc([N+](=O)[O-])c1O | 93 | 92 | 81 | 83 | -6 | 3 | 84 | -1
Cc1ccc(S(=O)(=O)Nc2cccc3c2CCCC3)cc1 | 100 | 90 | 97 | 90 | -11 | 3 | 87 | 3
CC(C)(C)Cc1nc2ccccc2n1CCc1ccccc1 | 98 | 100 | 101 | 97 | 9 | -3 | 104 | 7

Structures listed so far containing a furan ring, fused or not, in the order listed:
SMILES | RPL19A-GFP yeast | LAP4 TOR yeast | MEP2 TOR yeast | AGP1 TOR yeast | proCasp7 act | AHR activator | CIT2-GFP yeast | proCasp3 act
COc1cccc(/C=N/n2c(-c3ccco3)nc3ccccc3c2=O)c1OC | 90 | 118 | 108 | 106 | 11 | 17 | 94 | 2
CC(/C=C/c1ccco1)=N\NC(=O)CNc1ccc2ccccc2c1 | 103 | 109 | 108 | 106 | -8 | 20 | 107 | -2

Sorted by the number under LAP4 TOR yeast (falling): 4 of the compounds above
mol	RPL19A-GFP yeast	LAP4 TOR yeast	MEP2 TOR yeast	AGP1 TOR yeast	AHR activator	CIT2-GFP yeast	proCasp3 act
COc1cccc(/C=N/n2c(-c3ccco3)nc3ccccc3c2=O)c1OC	90	118	108	106	17	94	2
CCOc1ccc(S(=O)(=O)N(CC)CC(=O)NCc2cccnc2)cc1C	111	103	107	110	6	108	5
O=C(COC(=O)c1cncc(Br)c1)Nc1nnc(-c2ccccc2)o1	110	101	104	107	0	108	2
CCCNc1nc2c(c(=O)n(C)c(=O)n2C)n1CCc1ccccc1	93	95	97	90	4	80	0

Continuation:
SMILES | RPL19A-GFP yeast | LAP4 TOR yeast | MEP2 TOR yeast | AGP1 TOR yeast | proCasp7 act | AHR activator | CIT2-GFP yeast | proCasp3 act
COc1ccccc1OCc1ccc(C(=O)NCCN(C)C)o1 | 96 | 100 | 107 | 111 | 11 | 0 | 102 | 4
O=C(COC(=O)c1ccc2ccccc2n1)Nc1ccccc1F | 100 | 104 | 114 | 100 | 4 | 20 | 96 | -2
O=S1(=O)CCN(OCc2ccc(F)cc2Cl)CC1 | 100 | 97 | 97 | 95 | -10 | 0 | 102 | 3
CCc1cccc(CC)c1NC(=O)c1ccc(-n2cncn2)nc1 | 106 | 101 | 108 | 103 | 9 | 5 | 103 | 1
COc1cc([N+](=O)[O-])ccc1NC(=O)Cn1ccsc1=N | 95 | 113 | 104 | 104 | 10 | 6 | 92 | 7
Cc1cc(-c2cc(C(=O)NCc3ccccc3)on2)nc(NCC2CC2)n1 | 100 | 109 | 113 | 100 | -4 | 5 | 96 | 1
CN(CC(=O)O/N=C(\N)c1ccccn1)S(=O)(=O)c1ccc(Br)cc1 | 109 | 117 | 108 | 111 | -7 | 0 | 111 | 7
COc1ccc([C@@H]2[C@@H]3C(=O)N(C(C)(C)C)C(=O)[C@@H]3[C@]3(Cc4ccccc4)C(=O)N(c4ccc(C)cc4)C(=O)N23)cc1 | 102 | 105 | 90 | 94 | 0 | 3 | 112 | 4
COc1ccc(CNC(=O)C2CC(c3cccc(OC)c3)=NO2)cc1 (stereo unspecified) | 103 | 105 | 92 | 86 | 1 | 2 | 99 | 2
Cc1ccc(N(C(=O)c2csnn2)C(C(=O)NC2CCCC2)c2ccccn2)c(C)c1 (stereo unspecified) | 97 | 101 | 86 | 99 | 4 | 2 | 95 | -4
O=C(Nc1nc(-c2ccc(-c3ccccc3)cc2)cs1)c1cc([N+](=O)[O-])ccc1N1CCOCC1 | 96 | 121 | 107 | 99 | 2 | -1 | 90 | 0
COc1ccc(OC)c(CN2CCN(C(=O)c3ccco3)CC2)c1 | 106 | 96 | 106 | 106 | 9 | -1 | 111 | 0
CC(=O)NC1(c2ccccc2)CCN(c2cc(C)nc(-c3ccccc3)n2)CC1 | 106 | 93 | 103 | 106 | -7 | 0 | 105 | 6
O=C(c1cc(-c2cccs2)on1)N1CCCc2ccccc21 | 90 | 94 | 86 | 86 | 5 | 8 | 78 | 0
CC1=C(C(=O)OCc2ccc(C)cc2)C(c2ccc(O)c([N+](=O)[O-])c2)NC(=O)N1 (stereo unspecified) | 104 | 95 | 102 | 104 | -4 | 3 | 99 | 8
COc1ccc(NC(=O)c2cc3cc(OC)ccc3oc2=O)cc1 | 95 | 96 | 101 | 97 | 6 | -9 | 95 | -6
COCC(=O)Nc1cc(=O)n(C)c(=O)n1C | 106 | 102 | 97 | 101 | -2 | -1 | 94 | -5
O=C(CN(Cc1ccccc1)S(=O)(=O)c1ccc(Br)cc1)N/N=C/c1ccccc1C(=O)O | 96 | 109 | 97 | 112 | 5 | 0 | 115 | 9
O=C(O)CCSc1nc2ccccc2s1 | 92 | 101 | 93 | . | 1 | -12 | 89 | 1
CN(C)c1ccc(C(C(=O)NCC2CCCO2)N(C(=O)c2snc(C(N)=O)c2N)c2ccccc2)cc1 (stereo unspecified) | 94 | 90 | 99 | 92 | -7 | 0 | 95 | -1
Cc1ccc(S(=O)(=O)N[C@H](C(=O)N2CCC(C(=O)N[C@@H](CCC(N)=O)C(=O)O)CC2)C(C)C)cc1 | 98 | 104 | 102 | 102 | -2 | 0 | 98 | 8
COc1cc(C2C(C#N)=C(N)N(N(C)C)C3=C2C(=O)CCC3)ccc1O (stereo unspecified) | 101 | 81 | 101 | 92 | . | . | 99 | .
c1ccc(-n2ncc3c(NCC4CCCO4)ncnc32)cc1 (stereo unspecified) | 100 | 104 | 103 | 99 | -5 | 9 | 98 | -4
COc1cc(/C=N/NC(=O)CCN2CCN(C(c3ccccc3)c3ccccc3)CC2)ccc1O | 110 | 78 | 111 | 109 | 6 | 0 | 115 | 0
